# Assay outcomes: PubChem, several laboratories
# PKA-R2B activ: PKA-R2B complex activation; P22694+P31323; PKA-R2B holoenzyme dissociation, Cy5-IP20 fluorescence polarization; R2B truncated from residue 108, S112A mutant; 0% DMSO only, 100% 113 µM cGMP; activation, % at 11.4 µM; hit rate 0.079% among 340,000; AID 504700;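 active = activation above a cutoff set at the mean over all compounds plus 3 SD, cut at about 18% in these data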;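 note: higher means more holoenzyme dissociation and a rise in polarization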
# Target sequence (P31323 whole entry, looked up, other chains not shown, the tested form may be a part): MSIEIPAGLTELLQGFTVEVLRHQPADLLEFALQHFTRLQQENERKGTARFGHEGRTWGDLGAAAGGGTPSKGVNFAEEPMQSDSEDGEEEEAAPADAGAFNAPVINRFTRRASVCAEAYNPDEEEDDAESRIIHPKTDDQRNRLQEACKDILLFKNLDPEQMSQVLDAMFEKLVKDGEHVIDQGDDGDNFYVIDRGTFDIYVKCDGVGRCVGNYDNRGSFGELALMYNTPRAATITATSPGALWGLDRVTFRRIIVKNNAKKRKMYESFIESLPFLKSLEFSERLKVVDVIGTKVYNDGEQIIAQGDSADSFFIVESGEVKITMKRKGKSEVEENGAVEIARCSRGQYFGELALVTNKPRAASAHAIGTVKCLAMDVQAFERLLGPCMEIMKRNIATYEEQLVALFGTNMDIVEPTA
# PKA-R1A act: activators of PKA-R1A complex | P00514+P68181 | hit rate 0.083% among 340,000 | activation, % at 11.4 µM | PKA-R1A dissociation, Cy5-IP20 fluorescence polarization; scaled: DMSO 0%, 113 µM cGMP 100% | AID 504707;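 active = percent activation above the mean of all tested compounds plus 3 SD, cut at about 19% in these data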;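 note: higher means more PKAc released from R1A so a rise in polarization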
# E coli growth: reduces bacterial viability in AddAB counter-screen; inhibition, % at 11.9 µM; hit rate 0.27% among 330,000; AID 449728; E. coli V3065 growth, OD600 absorbance, 18 h;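 active = inhibition above the campaign's mean inhibition across all tested compounds plus 3 SD, cut at about 9.9% in these data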;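 note: uninfected addAB+ strain grown without phage in ampicillin broth; 0% = DMSO wells and 100% = ciprofloxacin 0.95 µg/ml wells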
# Tat export inh: E. coli Tat transport inhibition. E. coli MC4100 TorA-mCherry Tat export, fluorescence. hit rate 0.036% among 340,000. AID 488895. inhibition, % at 10 µM;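 active = mean replicate inhibition at least 50% and at least half of replicates individually reaching 50%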;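 note: exported cargo escapes ClpAP degradation while cytoplasmic cargo is degraded and loses fluorescence; 0% = median of neutral control wells and 100% = median of NaSCN control wells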
# AddAB inh: less growth of phage-infected E. coli with AddAB; hit rate 0.29% among 330,000; inhibition, % at 11.9 µM; E. coli expressing H. pylori AddAB, absorbance growth; AID 435030; in the data active = inhibition above about 12%;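 note: 0% = vehicle wells of infected cells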
# OPRM1-OPRD1 inv: inverse agonist of human OPRM1-OPRD1 heterodimerization. cell-based MOR-DOR heterodimer luminescence, inverse agonism. inhibition, % at 9.3 µM. hit rate 0.21% among 340,000; in the data active = inhibition above about 22%, passing the limit was not always enough;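 note: 0% = cells with DMSO and 100% = wells without cells with DMSO; values of inactives mirror those of a sister screen read the other way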
# phage Ecoli inh: E. coli growth loss with phage present. growth absorbance. inhibition, % at 11.9 µM. hit rate 0.26% among 360,000; in the data active = inhibition above about 11%
# MOR-DOR ag: agonists of human mu-delta opioid receptor heterodimerization | P35372+P41143 | cells, OPRM1-OPRD1 heterodimerization, luminescence | activation, % at 9.3 µM | hit rate 0.3% among 340,000 | AID 504326; in the data active = activation above about 18%;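 note: 0% = vehicle-treated cells and 100% = reference agonist; values of inactives mirror those of a sister screen read the other way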
# HTR5A inv ctr: counter-screen for OPRM1-OPRD1 inverse agonists: human HTR5A inverse agonism; HTR5A cell line, luminescence; hit rate 0.083% among 340,000; P47898; AID 504634; inhibition, % at 9.3 µM; in the data active = inhibition mostly above about 23%, no sharp cut-off; inactive = mostly below about 18%;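 note: 0% = cells with DMSO and 100% = no-cell wells with DMSO; some compounds called inactive have numbers as strong as hits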
# Target sequence (P47898 whole entry, looked up): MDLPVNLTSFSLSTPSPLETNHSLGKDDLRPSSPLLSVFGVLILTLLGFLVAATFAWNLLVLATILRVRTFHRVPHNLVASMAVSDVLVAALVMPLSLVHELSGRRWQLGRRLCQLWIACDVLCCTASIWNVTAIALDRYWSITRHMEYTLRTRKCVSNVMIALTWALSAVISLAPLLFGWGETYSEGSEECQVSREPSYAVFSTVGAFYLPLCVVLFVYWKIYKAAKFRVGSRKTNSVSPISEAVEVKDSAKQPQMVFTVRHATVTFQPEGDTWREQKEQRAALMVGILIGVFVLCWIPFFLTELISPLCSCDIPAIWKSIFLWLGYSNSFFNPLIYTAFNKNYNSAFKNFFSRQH
# Mot1-301 SUMO: SUMOylation pathway inhibition by Mot1-301 growth rescue; S. cerevisiae Mot1-301 growth rescue, ATP luminescence, 38.5C; percent above DMSO median, 100 means doubled; growth rescue, % at 18.8 µM; hit rate 1% among 320,000; AID 2716;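 active = every valid replicate shows activation above 250% relative to neutral control wells; inactive = the rest, any valid replicate at or below 250%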;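 note: OY570 slx delta 5 strain wells were the positive control but not used for scaling; some compounds called inactive have numbers as strong as hits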
# PfHsp90 set2: inhibits growth of yeast expressing Plasmodium falciparum Hsp90 | S. cerevisiae expressing PfHsp90, BacTiter-Glo ATP, 48 h; yeast lacking PDR1 and PDR3 efflux regulators | inhibition, % at 9.4 µM | hit rate 0.32% among 310,000;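 active = every replicate shows inhibition above about 80%, whatever the replicate mean, limit read from the data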;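 note: 0% = DMSO neutral controls and 100% = 20 µM radicicol positive controls; yeast relying on Plasmodium falciparum Hsp90 in place of its own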
# The depositor's hits bear a star; . = no result given. Outcome played no part in choosing rows. About 2.2% of those tested had a hit in this group.
SMILES,PKA-R2B activ,PKA-R1A act,E coli growth,Tat export inh,AddAB inh,OPRM1-OPRD1 inv,phage Ecoli inh,MOR-DOR ag,HTR5A inv ctr,Mot1-301 SUMO,PfHsp90 set2
CCOc1ccccc1OCC(=O)Nc1cccc(S(=O)(=O)NC2=NCCCCC2)c1,2,-3,-0.9,-2,-3.0,7,-0.1,-1.6,10,-15,-21
COC(=O)c1ccc(OCCOc2ccc(C(=O)OC)cc2)cc1,-14,-3,-2.0,-11,1.7,14,1.8,-2.5,-7,185,-12
Cc1cc(F)ccc1S(=O)(=O)NCC1CC2CCC1C2 (stereo not drawn),-7,-3,-2.5,-3,-1.0,-38,-1.4,7.7,-5,43,2
CC(=O)OCCCN1C(=O)c2ccc(Br)cc2C1=O,2,-4,-3.0,-5,0.0,9,0.6,-1.7,15,-4,-4
CCOc1ccccc1NC(=O)CSc1nnc(CNC(=O)c2ccco2)o1,-4,6,0.5,6,3.4,16,3.3,-2.9,-6,-9,13
CCOc1cc(C(=O)Nc2cc(OC)cc(OC)c2)ccc1OCC(=O)N1CCOCC1,-13,4,0.2,3,-0.5,-3,-0.5,0.9,9,7,.
CN(C(=O)CSc1nc(-c2ccc(F)cc2)cs1)C1CCS(=O)(=O)C1 (stereo not drawn),0,1,1.1,-9,1.3,7,-0.1,-1.5,-6,2,10
CCOC(=O)C1=C(c2ccccc2)N=c2s/c(=C\c3ccco3)c(=O)n2C1c1cccs1 (stereo not drawn),-6,-4,-0.2,2,0.1,-2,1.8,0.3,-6,-13,-18
CC(=O)c1ccc(NC(=O)C(C)OC(=O)c2ccc(NS(=O)(=O)c3ccc4[nH]c(=O)[nH]c4c3)cc2)cc1 (stereo not drawn),-4,-3,.,-2,.,19,-1.4,-3.6,-19,.,-10
Cc1cc(SCC(=O)OCC(=O)NCc2ccc3c(c2)OCO3)c(C)cc1Br,-6,-1,-1.3,7,2.1,-6,4.2,1.1,1,17,0
COc1ccc(OC)c(CN2CCN(C(=O)c3cccc4ccccc34)CC2)c1,1,-8,-0.9,-2,0.8,-7,0.2,1.2,19,-21,-9
CC(C)c1cccc(OCCN2CCCC2)c1,-5,5,-1.0,2,-2.1,13,1.6,-2.3,26,72,-18
NC(=O)c1ccc(NC(=O)COC(=O)CC2CC3CCC2C3)cc1 (stereo not drawn),5,-6,0.5,1,-3.6,11,4.4,-2.1,0,5,.
O=C1c2cccc3c([N+](=O)[O-])ccc(c23)C(=O)N1Cc1cccnc1,-6,-5,.,2,.,-9,3.0,1.8,10,.,-5
CN(CC(=O)N1CCc2ccccc21)S(=O)(=O)c1ccc(Cl)cc1,1,3,-1.2,2,-0.9,9,-1.2,-1.6,-6,10,7
CCOc1ccc(NC(N)=O)cc1OCC,-5,3,0.9,-8,-0.6,4,3.5,-0.7,12,-9,.
C[C@@H]1CN(S(=O)C(C)(C)C)[C@H](CCO)/C1=C\CCO (stereo partly drawn),-1,5,.,-8,.,4,2.5,-0.9,14,.,-29
O=C(/C=C/c1ccccc1)NCCS(=O)(=O)N1CCN(c2ccccc2F)CC1,0,0,1.0,-2,0.3,-8,-1.4,1.2,9,114,.
CCc1ccc(S(=O)(=O)NCc2cccnc2)cc1,8,-8,1.0,2,0.9,12,1.8,-2.3,-3,571*,5
CCOC(=O)c1nonc1NC(C)=O,-3,0,-1.5,2,2.0,12,1.4,-2.2,2,131,-1
Cc1cc(C)n2nc(SCC(N)=O)nc2n1,-2,-4,-1.3,-2,1.7,8,3.0,-1.7,-14,-10,-4
O=C(c1ccc([N+](=O)[O-])s1)N1CCN(c2ccc(C(F)(F)F)cn2)CC1,3,-8,-0.3,-8,2.5,-17,0.8,3.2,-21,7,10
Clc1ccc(CCNc2ncnc3c2nnn3Cc2ccccc2)cc1,-2,-7,3.1,3,4.3,-15,-1.6,2.9,-17,5,-4
Cc1[nH]n(-c2nc(-c3ccc(Cl)cc3)cs2)c(=O)c1N=Nc1ccc(O)cc1,.,.,-0.4,4,6.0,.,4.0,.,.,-2,-9
O=C(OCCN1CCN(c2ncc(C(F)(F)F)cc2Cl)CC1)c1ccc(Cl)cc1,-7,-9,2.9,8,1.9,9,2.0,-1.7,4,15,-2
CN1C[C@@H]2C(c3ccc(Cl)nc3)C3(c4ccc(C#N)cc4)CC2(C3)[C@H]1c1ccccc1 (stereo partly drawn),-1,-10,-2.4,-2,-1.4,2,-2.6,-0.4,-8,-21,.
CCC(CO)Oc1cc(NC(=O)c2ccccc2F)c2ncn(C(C)C)c2c1 (stereo not drawn),-1,-2,-10,-10,-7.8,0,-8.1,0.0,-9,-1,-23
O=C(CCc1ccccc1)Nc1ccncc1,-2,-10,-4.7,10,-1.7,-7,1.4,1.2,-1,-18,.
CCc1cccc(OCC(=O)Nc2ccc(S(=O)(=O)Nc3ccccn3)cc2)c1,0,-6,-0.7,3,-3.1,-5,0.8,0.9,-1,200,10
COc1ccccc1Cn1c(=S)[nH]c2cc(C(=O)NCCN(C)C)ccc2c1=O,1,4,-3.3,-3,-1.2,13,2.3,-2.8,5,-23,7
CN(CC(=O)Nc1ccccc1Cl)C(=O)CN1C(=O)C2CC=CCC2C1=O (stereo not drawn),0,8,1.0,-5,1.2,11,0.1,-2.7,-6,0,-5
CCOc1ccccc1-c1nn2c(Cc3ccccc3)nnc2s1,6,4,-0.2,0,0.1,-3,3.3,0.5,-2,335,.
COc1cc2c(cc1OC)C(C(=O)Nc1ccccn1)C(c1cccnc1)N(C)C2=O (stereo not drawn),1,5,1.1,20,-1.4,8,2.0,-1.4,0,-11,.
CCOC(=O)C(=O)Nc1ccc(Oc2ccccc2)cc1,0,6,0.3,-3,1.8,10,3.2,-1.9,10,1,-7
O=C(Nc1cc(Cl)ccc1N1CCOCC1)c1ccco1,5,7,.,-6,.,20,-2.3,-4.0,6,0,-3
O=C(Nc1ccc(Br)cc1Cl)NC1CC1,-6,-7,-1.1,-8,2.4,-7,4.2,1.0,1,-5,6
COc1cccc(C(N)=O)c1,0,-7,-0.3,4,2.4,6,0.7,-1.1,-17,19,14
Cc1cc(C)cc(C(=O)NCC(=O)N(C)CCOc2ccccc2)c1,5,-3,-0.5,11,-1.3,8,3.9,-2.0,-19,21,.
O=c1c(-c2ccc(Cl)cc2)[n+]([O-])c2ccccc2n1OCc1nc2ccccc2[nH]1,-4,-6,0.5,-8,2.0,14,1.9,-2.7,8,-18,11
O=C(CCSCc1ccccc1Cl)NC1CCCCC1,-4,-6,-0.7,-1,0.8,9,0.9,-1.8,13,2,-24
Cc1cc(C)nc(OC(C(=O)O)C(OCCc2ccccc2)(c2ccc(F)cc2)c2ccc(F)cc2)n1 (stereo not drawn),-6,-14,-1.2,6,0.9,3,-1.0,-0.7,11,18,20
COC(CNS(=O)(=O)c1cccc2nonc12)OC,-8,-2,1.1,1,1.6,11,2.3,-2.0,2,5,-11
CCCCN(CCCNC(=O)C1CCN(C(=O)c2cc3sccc3n2C)CC1)Cc1ccccc1,-4,-7,-1.9,-10,0.7,9,0.2,-1.8,-25,-2,-5
CCN(CC(=O)NCc1cccs1)C(=O)c1ccc(N(C)S(=O)(=O)c2ccc(C)cc2)cc1,-11,-3,.,1,.,4,0.5,-1.0,7,.,.
O=[N+]([O-])c1ccc(Cl)c2cccnc12,-7,-12,0.4,-3,2.3,7,1.8,-1.3,-7,1,-1
Cc1cccc(NS(=O)(=O)c2cccc3cccnc23)n1,-3,11,-0.4,-11,0.8,0,2.0,-0.1,-40,34,8
COc1ccc(NC(=O)CN(C)C(=O)c2cccc(S(=O)(=O)N3CCN(C)CC3)c2)cc1,-20,-4,-1.4,2,0.2,17,3.8,-3.3,13,464,.
CC(C)Cc1nc2n[nH]c(N)c2c2c1COC(C)(C)C2,-2,3,-0.5,-5,2.5,2,3.6,-0.4,-5,10,2
COc1ccc(-c2cc(C(=O)N/N=C/c3cccnc3)c3ccccc3n2)cc1,-8,-2,.,-1,.,21,3.3,-6.4,11,-3,-11
CC(=O)Nc1nnc(-c2c(-c3c(Cl)cccc3Cl)noc2C)o1,12,7,0.5,-3,-1.0,7,2.6,-1.5,16,0,11
CN1CCN(C(=O)c2cn(-c3ccccc3)nc2-c2cccnc2)CC1,-5,-10,0.5,-8,1.9,11,1.5,-2.1,14,-8,23
COc1ccc(CCNC2CC(=O)N(CCc3ccc(OC)c(OC)c3)C2=O)cc1 (stereo not drawn),0,-11,2.6,-4,2.9,6,2.4,-1.1,9,16,5
COc1cccc(C2Nc3ccc4ccccc4c3C3=C2C(=O)CCC3)c1O (stereo not drawn),3,-11,-0.3,6,0.2,-30,-3.3,6.3,-22,-8,-23
COc1ccc(C=NNc2ccc([N+](=O)[O-])cn2)cc1,14,10,.,-1,.,9,1.5,-1.9,7,.,-2
COc1ccc(S(=O)(=O)NCC(c2ccco2)N2CCOCC2)cc1 (stereo not drawn),1,0,-1.5,1,2.7,14,4.4,-2.1,9,-9,.
CC(C)NC(=O)Cn1c(SCC(=O)N2CCCCCC2)nc2ccccc21,8,4,0.6,-2,0.9,.,2.2,.,.,1,0
CCOC(=O)C1=C(COC(=O)CNS(=O)(=O)c2ccc(C)cc2)NC(=O)NC1C (stereo not drawn),-5,1,0.9,3,2.0,15,2.0,-2.8,-3,5,-59
CCSc1nnc(NC(=O)C2(C)Cc3ccccc3C(=O)O2)s1 (stereo not drawn),1,-2,-6.8,-3,0.1,3,0.7,-0.6,-20,43,0
Cc1ccc(N/N=C(\C#N)C(N)=S)c(C)c1,-6,-2,-1.0,-2,2.2,2,2.4,-0.4,-18,64,101*
Cc1ccc2cc(S(=O)(=O)NCCCC(=O)O)ccc2c1,6,5,2.2,0,0.6,10,1.3,-1.8,-7,-8,1

# Next part.
SMILES,PKA-R2B activ,PKA-R1A act,E coli growth,Tat export inh,AddAB inh,OPRM1-OPRD1 inv,phage Ecoli inh,MOR-DOR ag,HTR5A inv ctr,Mot1-301 SUMO,PfHsp90 set2
Cc1ccc(OCCC(=O)OCC(=O)NC2CCCC(C)C2C)cc1 (stereo not drawn),-2,-8,2.4,6,2.0,-8,-0.3,2.0,6,-11,21
COc1ccc(CCC(=O)N/N=C(\C)c2ccc3c(c2)OCO3)cc1,4,-9,0.9,1,0.1,7,2.1,-1.4,1,-7,2
O=C(COC(=O)C12CC3CC(CC(O)(C3)C1)C2)NC12CC3CC(CC(C3)C1)C2,-12,-5,-1.2,11,4.7,-5,2.9,0.9,7,-6,-8
CCOC(=O)c1sc2nc(CSc3nc4ccccc4n3CC)[nH]c(=O)c2c1C,5,0,-2.3,2,2.2,-7,4.4,1.1,4,-20,.
CC(C)CCn1c(O)c(N=Nc2ccccn2)c2ccccc21,-7,-10,-0.2,12,0.5,-12,-0.9,2.2,-27,-21,-12
COCC(=O)N(C)C1(c2nnnn2CCOC(=O)Nc2cccc3ccccc23)CCCC1,-1,-3,0.9,-1,1.1,7,.,-1.3,-10,144,17
C/C(=N\NC(=O)OC(C)(C)C)c1ccccc1Br,-9,0,-0.2,1,-1.1,-11,2.3,2.4,-18,-3,-3
